Screening data: PubChem BioAssay, The Scripps Research Institute Molecular Screening Center
LYPLA1 inh: LYPLA1 inhibitors, primary screen, counter-screen for PME1 inhibitor project, biochemical, fluorescence polarization, FP-Rh probe ABPP; recombinant LYPLA1; 320,000 tested, 0.16% active; AID 2174, 2009; inhibition, % at 5.9 µM;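 active means inhibition above the mean of all tested compounds plus 3 SD, set per campaign, cut at about 14% in these data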;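 further: inhibitors block serine hydrolase probe labeling of LYPLA1 so polarization falls; 0% = enzyme with DMSO and 100% = wells lacking LYPLA1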
Target sequence (O75608 whole entry, looked up): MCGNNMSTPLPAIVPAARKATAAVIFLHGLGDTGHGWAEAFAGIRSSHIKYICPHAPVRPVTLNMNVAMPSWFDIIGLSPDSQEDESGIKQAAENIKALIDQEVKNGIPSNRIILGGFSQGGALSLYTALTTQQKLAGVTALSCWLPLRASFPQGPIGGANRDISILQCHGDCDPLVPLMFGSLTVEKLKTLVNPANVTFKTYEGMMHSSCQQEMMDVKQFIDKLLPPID
LYPLA2 inh: LYPLA2 inhibitors, primary screen, counter-screen for PME1 inhibitor project, biochemical, fluorescence polarization, FP-Rh probe ABPP; Acyl-protein thioesterase 2 (Homo sapiens), O95372; recombinant LYPLA2; inhibition, % at 5.9 µM; 320,000 tested, 0.38% active; AID 2177, 2009;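 active means inhibition above the screen-wide mean plus 3 SD, limit set per campaign, cut at about 26% in these data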;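 further: 0% = LYPLA2 with DMSO and 100% = wells lacking LYPLA2 enzyme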
Target sequence (O95372 whole entry, looked up): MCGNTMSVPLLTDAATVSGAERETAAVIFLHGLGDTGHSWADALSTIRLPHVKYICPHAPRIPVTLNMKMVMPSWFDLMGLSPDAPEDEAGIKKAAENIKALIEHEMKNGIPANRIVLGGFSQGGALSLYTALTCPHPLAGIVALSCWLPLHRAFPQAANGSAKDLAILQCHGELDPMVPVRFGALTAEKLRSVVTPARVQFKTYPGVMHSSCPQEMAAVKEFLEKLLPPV
PAFAH1B2 inh: PAFAH1B2 enzyme inhibitors, primary screen, biochemical, fluorescence polarization, human; Platelet-activating factor acetylhydrolase IB subunit alpha2 (Homo sapiens), P68402; recombinant PAFAH1B2, FP-rhodamine activity probe; inhibition, % at 3.39 µM; 340,000 tested, 1.2% active;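 active means inhibition above the mean of all tested compounds plus 3 SD, cut at about 24% in these data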;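 further: 0% = enzyme with DMSO and 100% = wells lacking PAFAH1B2; many of its hits are not listed in these tables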
Target sequence (P68402 whole entry, looked up): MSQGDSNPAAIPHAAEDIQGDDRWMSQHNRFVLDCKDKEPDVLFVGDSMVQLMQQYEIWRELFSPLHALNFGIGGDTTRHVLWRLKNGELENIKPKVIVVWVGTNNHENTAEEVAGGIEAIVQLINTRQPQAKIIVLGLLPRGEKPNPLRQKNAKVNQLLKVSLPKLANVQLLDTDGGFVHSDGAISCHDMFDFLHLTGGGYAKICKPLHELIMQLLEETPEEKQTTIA
PREPL inhibitor: PREPL enzyme inhibitors, primary screen, biochemical, fluorescence polarization; Prolyl endopeptidase-like (Homo sapiens), Q4J6C6; recombinant PREPL, fluorescence polarization activity-based probe; inhibition, % at 5.96 µM; 320,000 tested, 0.68% active; AID 2751, 2010; in the data active means inhibition above about 43%;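 further: 0% = enzyme with DMSO and 100% = wells lacking enzyme; many of its hits are not listed in these tables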
PAFAH1B3 inh: PAFAH1B3 enzyme inhibitors, primary screen, biochemical, fluorescence polarization, human; Platelet-activating factor acetylhydrolase IB subunit alpha1 (Homo sapiens), Q15102; recombinant PAFAH1B3, FP-rhodamine probe; inhibition, % at 3.39 µM; 340,000 tested, 0.28% active;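 active means inhibition above the screen-wide average of all tested compounds plus 3 SD, cut at about 25% in these data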;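 further: 0% = enzyme with DMSO only and 100% = wells lacking PAFAH1B3 protein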
Target sequence (Q15102 whole entry, looked up): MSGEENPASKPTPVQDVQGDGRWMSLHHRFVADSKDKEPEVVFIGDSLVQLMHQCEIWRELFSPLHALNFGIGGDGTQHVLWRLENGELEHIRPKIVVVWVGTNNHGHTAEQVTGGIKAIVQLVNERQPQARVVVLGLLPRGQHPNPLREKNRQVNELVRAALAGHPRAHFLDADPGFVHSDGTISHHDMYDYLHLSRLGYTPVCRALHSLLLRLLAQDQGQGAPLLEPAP
GSTO1 counter: inhibitors of recombinant GSTO1, primary screen, counter-screen for RBBP9 inhibitor project, biochemical, fluorescence polarization; AID 1974, 2009; 300,000 tested, 1.1% active; activity-based probe fluorescence polarization; inhibition, % at 5.96 µM;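 active means inhibition above the campaign mean inhibition plus 3 SD, cut at about 35% in these data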;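 further: 0% = GSTO1-1 with DMSO and 100% = wells lacking GSTO1-1 enzyme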
PAD4 inh: human PAD4 inhibitors, primary screen, biochemical, fluorescence polarization, 1536-well format; recombinant PAD4, RCA probe fluorescence polarization; inhibition, % at 6.36 µM; 330,000 tested, 0.41% active;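 active means percent inhibition above a cutoff equal to the mean of all tested compounds plus 3 SD, cut at about 15% in these data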;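 further: 0% = PAD4 with RCA probe and DMSO and 100% = probe without PAD4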
PAFAH2 FP inh: PAFAH2 enzyme inhibitors, primary screen, biochemical, fluorescence polarization, human; AID 492956, 2010; 340,000 tested, 0.99% active; inhibition, % at 3.39 µM; recombinant PAFAH2, FP-rhodamine activity probe; Platelet-activating factor acetylhydrolase 2, cytoplasmic (Homo sapiens), Q99487;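 active means inhibition above the mean over all tested compounds plus 3 SD, cut at about 30% in these data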;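 further: inhibitors block probe labeling of enzyme so polarization drops; 0% = enzyme with DMSO and 100% = wells lacking PAFAH2 protein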
pPAFAH inh: pPAFAH enzyme inhibitors, primary screen, biochemical, fluorescence polarization, human; recombinant pPAFAH, FP-rhodamine probe fluorescence polarization; inhibition, % at 3.39 µM; 330,000 tested, 1.5% active; AID 463082, 2010;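 active means inhibition above the mean inhibition across the screen plus 3 SD, cut at about 25% in these data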;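 further: inhibitors block binding of the rhodamine activity-based probe so polarization drops; 0% = enzyme with DMSO and 100% = wells lacking pPAFAH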
* = called active by the depositor; . = no result given. Not all compounds are listed; the hit share may differ from the screen's.

SMILES	LYPLA1 inh	LYPLA2 inh	PAFAH1B2 inh	PREPL inhibitor	PAFAH1B3 inh	GSTO1 counter	PAD4 inh	PAFAH2 FP inh	pPAFAH inh
CC(C)CCNC(=O)NC(=O)COC(=O)/C=C/c1cnc2ccccc2n1	-8	-10	-6	6	13	5	4	-11	-5
COc1cccc(-n2nnnc2SCC(=O)NC2CCCCC2)c1	3	5	5	4	1	1	4	15	3
Cn1c(N)c(C(=O)CCl)c(=O)n(C)c1=O	-2	-6	1	0	1	9	2	3	3
CC(C)NC(=O)C1CCN(C2CCN(Cc3ccc4cccc(F)c4n3)CC2)CC1	2	-3	2	21	8	-5	0	-2	-1
CC1CCC(NC(=O)CN2C(=O)NC(C)(C)C2=O)CC1 (stereo unspecified)	-1	2	-2	-6	-4	-5	3	-4	3
CCOC(=O)CSC1=NC(=O)/C(=C/c2ccc(Br)cc2)S1	1	6	1	-6	-2	29	-6	-6	4
O=C(O)CSCC(=O)Nc1ccccc1	-1	-2	-1	10	1	0	-6	-7	-8
O=C(O)c1cccc(NC(=O)c2cccc(S(=O)(=O)Nc3cccc([N+](=O)[O-])c3)c2)c1	2	3	3	2	4	-12	-5	-6	-1
O=C(Nc1ccc(NC(=O)c2cccs2)cn1)c1ccccc1	-3	1	1	3	6	-4	-2	-8	4
CN(Cc1cccnc1)C(=O)c1ccc2nc(Cc3ccccc3F)oc2c1	4	2	7	14	9	-3	2	10	8
COc1ccccc1-c1noc(CSc2nc(N)cc(=O)[nH]2)n1	1	-7	5	-5	3	-8	-4	8	1
COc1ccc(S(=O)(=O)N2CCCCC2)cc1NC(=O)CCNC(=O)c1ccc(Br)cc1	-1	3	3	7	8	3	4	-2	2
O=C(O)c1nccnc1C(=O)NCc1csc2ccc(Cl)cc12	0	4	.	-7	.	-4	2	.	5
O=C(O)c1nc(N2CCCC2)ncc1Cl	2	2	5	2	2	-5	-5	3	0
Cc1ccsc1C1CC(=O)OC2=C1C(=O)CC(C)(C)C2 (stereo unspecified)	1	4	.	4	.	4	1	.	3

A few values from the results shown:
For PAD4 inh, O=C(Nc1ccc(NC(=O)c2cccs2)cn1)c1ccccc1 has the entry -2
For GSTO1 counter, O=C(O)CSCC(=O)Nc1ccccc1 has the entry 0

(listing goes on)
SMILES	LYPLA1 inh	LYPLA2 inh	PAFAH1B2 inh	PREPL inhibitor	PAFAH1B3 inh	GSTO1 counter	PAD4 inh	PAFAH2 FP inh	pPAFAH inh
Clc1ccc(C[n+]2cc(-c3ccc(Cl)cc3)n3c2CCC3)cc1	-1	-2	2	13	6	5	-1	4	8
O=C(Nc1ccccc1)C1=C[C@H](c2ccc(C(F)(F)F)cc2)C[C@H](OCCCCO)O1	0	2	-2	-1	0	7	-1	-2	0
O=S1(=O)N=C(N(CCO)/N=C/c2ccc(Cl)cc2)c2ccccc21	-1	1	2	-1	5	-13	-2	5	5
Cc1occc1C(=O)NN1C(=O)C2C3CCC(O3)C2C1=O (stereo unspecified)	-2	-6	2	13	8	-1	-6	0	-3
CCOc1ccc(OCC)c(NC(=O)CCSCCc2ccccn2)c1	3	-3	2	12	7	-1	6	6	0
Cc1ccccc1OCCC(=O)OCC(=O)NC(=O)c1ccccc1	-7	-11	7	-7	5	12	-8	1	0
CC(=O)Nc1cccc(NC(=S)Nc2cccc3ccccc23)c1	-1	-1	5	22	11	1	-4	1	11
CC1(C)Cc2c(sc(NC(=O)C(=O)N3CCCCC3)c2C(N)=O)CO1	4	6	0	12	5	-1	5	-2	5
Cc1occc1-c1nnc(SCC(=O)N2CC(=O)Nc3ccccc32)n1CC(C)C	-2	-2	2	-25	4	-10	0	-3	5
COC(=O)C1=C(SC)N(c2ccc(OC)cc2)C(c2ccccc2)CC1=O (stereo unspecified)	-2	5	0	-2	1	4	1	-10	0
COc1ccc(OCc2cc(-c3ccc(Cl)cc3)no2)cc1	0	-2	-2	-7	1	-6	5	1	2
CCCC(=O)c1cc2c(cc1NC(=O)CC)OCCO2	5	3	2	4	0	0	5	-2	5
COc1ccccc1CC(=O)N1CCN(c2cccc(Cl)c2)CC1	1	3	2	6	1	8	3	0	1
C=CCC(O)c1c(-c2ccccc2)nn(C)c1Cl (stereo unspecified)	1	0	2	1	0	-1	0	-1	2
C/C(=N\NC(=O)Cn1ccc(C(F)(F)F)n1)c1ccco1	1	9	0	7	4	6	8	5	3
O=C(NN1CCOCC1)C12CC3CC(CC(C3)C1)C2	2	3	3	6	12	6	-5	4	0
O=C(c1ccc(CNS(=O)(=O)c2ccccc2)cc1)N1CCN(Cc2ccccc2)CC1	0	33*	1	16	13	3	4	9	6
COc1ccc(N(C)C(=O)C2CCCN2S(=O)(=O)c2cccc3nsnc23)cc1 (stereo unspecified)	-2	2	-2	8	10	1	1	-5	6
CCCCN1C(=O)C(=O)N(CC(=O)c2cc(C)n(-c3cc(C)on3)c2C)C1=O	-1	-5	-4	10	8	.	4	-6	-3
CC(C)CCN1CCC(Cc2ccccc2)(NC(=O)c2ccccc2)C1=O (stereo unspecified)	6	11	9	7	8	.	1	-3	6
COc1ccc(NC2=CC(c3ccc(OC)cc3)N(c3ccc(OC)cc3)C2=O)cc1 (stereo unspecified)	-1	3	6	6	13	11	-10	11	11
Cc1ccc(NC(=O)Cc2c(F)cccc2Cl)cc1S(=O)(=O)N1CCOCC1	.	.	-2	12	-4	.	1	-1	1
CCn1c(SCC(=O)NC(C)(C)C)nnc1-c1ccncc1	2	-2	6	11	0	4	1	3	-1
O=C(NCCc1ccccc1)C1CCN(c2nc3ccccc3o2)CC1	2	0	4	3	-6	1	6	-6	6
CN1CCN(c2nc(-c3ccc(Cl)cc3)cc(=O)[nH]2)CC1	-2	3	4	8	-3	4	0	-1	5
Cc1ccc(C(O)c2ccncc2)cc1 (stereo unspecified)	-1	1	9	3	-1	-1	4	6	2
CCCOc1ccc(/C=C2\SC(=S)N(CC3CCCO3)C2=O)cc1 (stereo unspecified)	-2	-5	0	-1	1	3	-1	0	3
Nn1cnnc1SCC(=O)Nc1ccc2c(c1)OCCO2	0	-5	0	4	0	-2	-1	6	-1
CC(C)CNC(=S)Nc1ccc(F)cc1	0	-3	7	-46	7	1	0	3	3
O=C(CCc1c[nH]c2ccccc12)NCc1ccc2c(c1)OCO2	-1	6	1	19	0	12	-2	3	0
C/C(=N/NC(=O)CN1CCN(Cc2ccccc2Cl)CC1)c1cccnc1	-1	4	-1	23	11	-8	7	-5	0
CC1CCN(c2ccc(NC(=O)c3ccc(Br)o3)cc2)CC1	-5	-2	5	-2	4	-1	-4	10	1
COC(=O)C1SCC2C(=O)N(Cc3ccc(Cl)c(Cl)c3)CC(=O)N21 (stereo unspecified)	1	5	0	15	0	-2	-2	-5	0
Cc1cccc(/C=N/NC(=O)c2ccc(NC(=O)c3cccc(Cl)c3)cc2)n1	-14	-16	-6	-5	5	-17	-1	-6	-10
O=c1cc(C(F)(F)F)nc(-c2ccccc2OC(F)(F)F)[nH]1	1	2	4	-3	4	12	0	1	3
O=S(=O)(/C=C/c1ccccc1)N1CCNCC1	7	-3	1	6	6	5	5	-5	5
Cc1ccccc1OCC(O)CN1CCN(CC(O)COc2ccccc2C)C(C)C1 (stereo unspecified)	0	-4	-6	16	5	-7	1	-2	3
Cc1cc(NC(=O)CCC(=O)N(c2ccccc2)C(C(=O)NC2CCCC2)c2ccccc2)no1 (stereo unspecified)	6	7	-1	11	-4	0	-2	-1	6
CCn1c(SCC(=O)c2ccccc2)nnc1-c1cccnc1	1	-2	4	-2	-1	4	-5	3	0
CCN=C1S/C(=C/c2ccc(-c3ccc(Cl)cc3C(=O)O)o2)C(=O)N1CC	0	-5	4	1	-2	-8	-5	10	6
COc1cccc(NC(=O)CCSc2ccc3ccccc3n2)c1	0	1	0	4	-1	-5	-3	4	5
COc1cc(C(=O)Nc2ccc3c(c2)OCCO3)ccc1OC(C)C	0	0	-4	-3	-3	0	2	-4	-1
COc1ccc(/C=C(/C(=O)Nc2ccccc2C(=O)NC(C)C)c2ccccc2)cc1	-12	-12	3	1	3	-1	-1	-9	1
Cc1nc(Nc2ccncc2)c2oc3ccccc3c2n1	2	-1	2	6	1	-19	-4	4	-1
CCCN(CCO)Cc1cccc(Cl)c1	-6	-4	-1	6	-7	4	2	0	-3
O=C(NCc1ccco1)/C(=C/c1ccc(F)cc1)NC(=O)c1ccccc1	1	-1	3	2	-6	6	2	1	8
O=C(Oc1ccccc1C(=S)N1CCOCC1)c1ccccc1	-1	-4	0	27	5	2	2	3	-2
Cc1c(OCC(=O)NCC(O)c2ccccc2)ccc2c(-c3ccccc3)cc(=O)oc12 (stereo unspecified)	-2	4	-1	-4	-5	-4	5	1	4
CC(=O)Nc1nc(C(=O)Nc2c(C)n[nH]c2C)cs1	1	-3	4	3	6	-5	2	-4	-4
Cc1ccc2nc(CCc3nc4ccc(C)cc4[nH]3)[nH]c2c1	0	4	3	0	0	-4	3	5	0
CCOc1cc(-c2nc(C)c(C(C)=O)n2O)ccc1OCC(=O)Nc1ccc(F)cc1	0	-8	-5	4	6	6	1	7	0
Cc1ccc(C)c2[nH]c(=O)c(CCNC(=O)c3ccc(S(=O)(=O)N(C)C)cc3)cc12	-3	0	6	-2	6	-3	-3	-4	-3
CCCCNC(=O)c1cn(-c2ccc(OCC)cc2)c(=O)c2cc(OC)c(OC)cc12	0	2	-1	4	-5	8	-1	21	0
Cc1ccc(C(O)(C(=O)NN(C(=O)c2ccccc2)c2ccccc2)c2ccc(C)cc2)cc1	-7	-14	-9	1	-12	-7	1	-14	-2
COc1cccc(C(=O)Nc2ccc3c(c2)C(=O)N(CCC(=O)O)C3=O)c1	-3	5	-2	12	3	3	-7	-6	1
COc1ccccc1C1CC(c2ccc(Cl)cc2)Nc2nc(N)nn21 (stereo unspecified)	-2	20	-3	41	-5	-6	3	4	8
O=C(COC(=O)c1ccccc1Nc1ccccc1F)c1ccccc1	-2	-6	3	6	1	12	2	-1	-2
O=C(Cc1ccccc1)N[C@H](c1ccccc1)P(=O)(O)CO	2	11	6	15	5	3	-3	2	-7
N#C/C(=C\c1c[nH]c2ccccc12)C(=O)Nc1ncc(Cc2ccc(Cl)cc2Cl)s1	-16	-15	-7	26	5	-1	1	-36	-3
CCOC(=O)CCN	6	4	2	-4	4	-1	0	1	3
Cc1c(C)n(CCc2ccccc2)c2ncnc(NN)c12	-5	-8	7	31	-4	1	-1	4	-4
O=C(CC1NC(=O)NC1=O)NC1(C(=O)NC2CCCCC2)CCCCC1 (stereo unspecified)	0	-11	3	6	7	-3	-5	-6	-4
CC1CCC2(CC1)NC(=O)N(CC(=O)NCc1cccs1)C2=O (stereo unspecified)	1	5	7	9	6	-1	0	-30	-1
